Myeloid diff 2: compounds promoting myeloid differentiation; ER-HoxA9 myeloid progenitors, lysozyme-GFP differentiation, flow cytometry; calls only at 10 µM; 360,000 compounds, 1% hits; AID 624256;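 active = normalized GFP-positive differentiation at or above the plate's own cutoff, the solvent-only control mean plus 3 SD; inconclusive = no clear call, values can overlap the other calls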;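 also: cells exposed to compound for four days before flow analysis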
Myeloid diff 2 GFP+ MAC1+ %: second read-out of Myeloid diff 2, no call of its own (marks repeat the call); GFP+ MAC1+ double positive, %; measured here: differentiation confirmed by MAC1 staining
The depositor's hits bear a star; i = inactive; ? = inconclusive; . = not tested or not shown; + = active, no number.

Screens in order: Myeloid diff 2 | Myeloid diff 2 GFP+ MAC1+ %
- Cc1ccc(C(O)c2ncc(-c3ccccc3C(F)(F)F)[nH]2)cc1F (stereo unspecified)
→ i | 0.7
- COc1cccc(Nc2nc(C(N)CC(C)C)cs2)n1 (stereo unspecified)
→ i | 0.5
- COc1cccc(C(=O)NCCNc2nc3cc(C)cc(C)c3cc2C#N)c1
→ i | 3.0
- Cn1c(=O)c2cc(NC(=S)NC3CC3)ccc2n1Cc1ccc(F)cc1
→ i | 1.5
- COC(=O)[C@]12CCCCC=C1N(CCC1=CCCCC1)C(=O)[C@H](CC(=O)NCc1ccc(OC)c(OC)c1)C2
→ i | 0.9
- COC(=O)C1=CN(c2ccc(OC)cc2)C(N)=C(C#N)C1c1ccccc1F (stereo unspecified)
→ i | 1.8
- Nc1sccc1C(=O)NCCN1CCOCC1
→ i | 1.4
- CCOC(=O)[C@]12CCCC=C1N(Cc1cccc3ccccc13)C(=O)[C@H](CC(=O)NCCCOC)C2
→ i | 1.1
- CCOc1ccc(CCN2C(=S)N([C@@H](CC(C)C)CN3CCC[C@@H]3CN3C(=S)NC[C@@H]3CC(C)C)C[C@@H]2Cc2ccc(O)cc2)cc1
→ i | 2.0
- COc1ccc(OCCNC(=O)c2ccc3nc(C)c(N(C)Cc4ccc(NC(C)=O)cc4)n3c2)cc1
→ i | 0.7
- COC(=O)/C=C1\OCc2ccc(C)cc21
→ i | 3.2
- COc1ccc(-n2nnnc2C(C2CC2)N2CCN(C/C=C/c3ccccc3)CC2)cc1 (stereo unspecified)
→ i | 0.8
- COc1ccccc1Cc1c(-c2ccc(OC)c(OC)c2)nc2c(C)cc(Br)cn12
→ i | 0.9
- CCOC(=O)C1=CCN(S(=O)(=O)c2ccc(C)cc2)C1c1ccc(CC)cc1 (stereo unspecified)
→ i | 1.4
- COc1cccc(CC(=O)Nc2ccc3c(c2)c(=O)n(C)n3-c2ccc(C(C)(C)C)cc2)c1
→ i | 1.7
- Cn1c(Nc2ccc(F)cc2)nc2cc(-c3ccsc3)sc2c1=O
→ i | 0.7
- CC1(Cc2cc(Cl)ccc2C(F)(F)F)C(=O)Nc2ccc(-c3ccc(F)c(Cl)c3)cc21 (stereo unspecified)
→ i | 0.7
- COc1ccc(CC(N)c2csc(NC(=O)Nc3ccc(OC)cc3)n2)cc1 (stereo unspecified)
→ i | 1.0
- COCCN1C(=O)COc2ccccc2C1C(=O)NC1CCCCC1 (stereo unspecified)
→ i | 1.6
- COc1ccc(Cl)cc1-c1cc(C(=O)Nc2ccc(Br)cc2)[nH]n1
→ i | 0.9

(further entries)
Screens in order: Myeloid diff 2 | Myeloid diff 2 GFP+ MAC1+ %
- COc1ccc(NC(=O)C2Cc3c(-c4ccc(Cl)cc4)ccnc3O2)cc1OC (stereo unspecified)
→ i | 1.7
- O=C(Nc1ccc(F)cc1)Nc1nnc([C@H]2C[C@H](O)[C@@H](CO)O2)s1
→ i | 0.6
- CC1(C(=O)NS(=O)(=O)c2ccccc2Cl)CCN1C(=O)c1cccc(F)c1 (stereo unspecified)
→ i | 0.8
- CN(C)C(=O)c1ccc(SC(=S)NCc2ccccc2)cc1
→ i | 1.2
- OC[C@@H]1CN(Cc2ccccc2)C[C@H](n2cnc3c(NCc4ccco4)ncnc32)O1
→ + | 3.5*
- CC(=O)Nc1cncc(-c2ccccc2F)n1
→ i | 1.1
- CCNC(=O)C1(C)CCCN(C(=O)c2cc(-c3ccccc3)cs2)C1 (stereo unspecified)
→ i | 0.9
- Nc1ncnc2c1ncn2[C@@H]1O[C@H](C(=O)NS(=O)(=O)c2cccc(F)c2)[C@@H](O)[C@H]1O
→ i | 0.2
- Cn1ccc2c(N(Cc3ccccc3)Cc3ccccc3)cc3c(c21)C1CCC3C1 (stereo unspecified)
→ i | 0.6
- CC(C)(C)c1ccc(CC(=O)N2CCC2(C)C(=O)Nc2cccc3cccnc23)cc1 (stereo unspecified)
→ i | 0.8
- CCCS(=O)(=O)NC(=O)C1(C)CCCN(C(=O)c2cccc(C(F)(F)F)c2)C1 (stereo unspecified)
→ i | 1.3
- Cc1nc2cc(OC3(C)CCN(Cc4ccc(OC(F)(F)F)cc4)C3)ccc2s1 (stereo unspecified)
→ i | 1.3
- Cc1ccc(S(=O)(=O)NC(=O)C2(C)CCN2C(=O)Cc2ccc(-c3ccccc3)cc2)cc1 (stereo unspecified)
→ i | 0.9
- C=CCNc1nc2cc(-c3ccccc3OC)sc2c(=O)n1C
→ i | 0.2
- Cc1c(P(=S)(c2ccccc2)c2ccccc2)[n+]2ccccc2n1C/C=C/c1ccccc1
→ i | 0.7
- CC1(C(=O)NS(=O)(=O)c2ccccc2)CCN1C(=O)Cc1ccc(Cl)cc1Cl (stereo unspecified)
→ i | 0.4
- CC(C)c1ccc(NC(=O)C2Cc3c(-c4ccc(Cl)cc4)ccnc3O2)cc1 (stereo unspecified)
→ i | 0.7
- O=C(NC1CCCCC1)C1c2ccccc2OCC(=O)N1CC(F)(F)F (stereo unspecified)
→ i | 1.0
- CC1(C(=O)NCc2ccccc2)CSCC(=O)N1CC(F)(F)F (stereo unspecified)
→ i | 3.6
- CCCNC(=O)C1(C)CCN(C(=O)Cc2ccc3ccccc3c2)C1 (stereo unspecified)
→ i | 1.4

Entries shown so far with a thiophene ring, fused or not (four):
Screens in order: Myeloid diff 2 | Myeloid diff 2 GFP+ MAC1+ %
- Nc1sccc1C(=O)NCCN1CCOCC1
→ i | 1.4
- Cn1c(Nc2ccc(F)cc2)nc2cc(-c3ccsc3)sc2c1=O
→ i | 0.7
- CCNC(=O)C1(C)CCCN(C(=O)c2cc(-c3ccccc3)cs2)C1 (stereo unspecified)
→ i | 0.9
- C=CCNc1nc2cc(-c3ccccc3OC)sc2c(=O)n1C
→ i | 0.2

The main list resumes, starting 3 compounds before the break.
Screens in order: Myeloid diff 2 | Myeloid diff 2 GFP+ MAC1+ %
- O=C(NC1CCCCC1)C1c2ccccc2OCC(=O)N1CC(F)(F)F (stereo unspecified)
→ i | 1.0
- CC1(C(=O)NCc2ccccc2)CSCC(=O)N1CC(F)(F)F (stereo unspecified)
→ i | 3.6
- CCCNC(=O)C1(C)CCN(C(=O)Cc2ccc3ccccc3c2)C1 (stereo unspecified)
→ i | 1.4
- COC(=O)[C@@]12C[C@@H](CC(=O)N3CCCC3)C(=O)N(Cc3ccccc3)C1=CCC(C)(C)C2
→ i | 1.6
- CC1(C(=O)NC2CCN(Cc3ccccc3)CC2)CCN1Cc1cc2ccccc2o1 (stereo unspecified)
→ i | 2.2
- CN(C)C(=O)c1cccc(-c2cnc3c(NC=O)cc(-c4ccccc4Cl)cn23)c1
→ i | 1.4
- CC1(C(=O)NCc2ccco2)CCN1C(=O)C1(c2ccccc2)CC1 (stereo unspecified)
→ i | 0.5
- Cn1cc(-c2cccc3nncn23)cn1
→ i | 0.8
- COc1cc(C(O)c2nc(-c3cc4ccccc4o3)cs2)ccc1F (stereo unspecified)
→ i | 0.9
- Cc1cc(C)cc(Cn2cc(CN3CC(N4CCN(C)CC4)CS3(=O)=O)nn2)c1 (stereo unspecified)
→ i | 0.6
- CCc1nc2ccc(C(=O)Nc3cccc(OC)c3)cn2c1N(C)CCCc1ccccc1
→ i | 0.4
- COCCNc1nc(-c2cc(F)ccc2C)c2sc(-c3ccccc3)cc2n1
→ ? | .
- CC1CCCC(NC(=O)c2cc(S(=O)(=O)N3CCCCC3)c[nH]2)C1C (stereo unspecified)
→ i | 1.4
- Cc1c(C(=O)NCc2ccc(Cl)c(Cl)c2)sc(=O)n1Cc1ccc(C(=O)N(C)C)cc1
→ i | 7.2
- C=CCNc1nc(NCCNC(C)=O)c2sc(-c3ccccc3)cc2n1
→ i | 2.5
- O=C(NCc1ccccc1Cl)[C@H]1CCCN1C(=O)[C@H]1CCCN1
→ i | 0.2
- COc1cccc(S(=O)(=O)Nc2ccc3c(c2)C(=O)N(C)C[C@H](OC)[C@H](C)CN[C@@H](C)CO3)c1
→ i | 0.5
- CC1(C(=O)NS(=O)(=O)c2ccc(Cl)cc2)CCN1C(=O)COc1ccc(Cl)cc1 (stereo unspecified)
→ i | 0.4
- Cc1ccc(Cn2cc(CN3CC(N4CCN(Cc5ccccc5F)CC4)CS3(=O)=O)nn2)cc1 (stereo unspecified)
→ i | 1.2
- CC1(C(=O)Nc2ccc3nc[nH]c3c2)CCN1C(=O)Cc1ccc(-c2ccccc2)cc1 (stereo unspecified)
→ i | 0.9
- CC(C)C1Cc2[nH][nH]c(=O)c2C(C2CC2)O1 (stereo unspecified)
→ i | 0.6
- CC(=O)CC1c2ccccc2C=C(c2ccsc2)N1c1ccc(-c2cccs2)cc1 (stereo unspecified)
→ i | 1.0
- CCCCn1nnnc1C1(C)CCC(=O)N1CCc1ccc(O)cc1 (stereo unspecified)
→ i | 0.9

(cont.)
Screens in order: Myeloid diff 2 | Myeloid diff 2 GFP+ MAC1+ %
- CSc1ccc(CN2CCC(C)(Oc3cnc(Cl)c4ccccc34)C2)cc1 (stereo unspecified)
→ i | 0.9
- Cc1cc(C)nc(Nc2nc(C(N)Cc3ccc(F)cc3)cs2)n1 (stereo unspecified)
→ i | 2.5
- CC(=O)Nc1cc(-c2ccc(C(=O)NC3CC3)cc2)cn2c(-c3ccc(F)c(Cl)c3)cnc12
→ i | 2.1
- Cc1ccccc1CNC(=O)c1ccc2sc([C@H]3C[C@H](O)[C@@H](CO)O3)nc2c1
→ i | 1.1
- CC1=CNC(=O)CC(C)(C)C1
→ i | 0.6
- COc1cccc(C2=Cc3ccc(F)cc3C(CC(C)=O)N2c2ccc(-c3cncnc3)cc2)c1 (stereo unspecified)
→ i | 0.9
- Fc1cccc(Cc2c(-c3cccc(Cl)c3)nc3ccc(Cl)cn23)c1
→ i | 0.7
- COC(=O)[C@]1(Sc2ccccc2)CC(=O)N[C@@H]1c1ccccc1
→ i | 0.8
- COc1ccc(CCC(=O)N2c3ccccc3N=C(c3ccc4c(c3)OCO4)C2C(=O)NCc2ccccc2)cc1 (stereo unspecified)
→ i | 4.3
- CCCOc1ccc(F)cc1-c1cc(C(=O)Nc2ccc(OC)nc2)[nH]n1
→ i | 1.5
- OC(c1ccc(Cl)c(F)c1)c1ncc(-c2cccc3ccccc23)[nH]1 (stereo unspecified)
→ i | 1.4
- O=C(c1cccc(-c2cccc3nccn23)c1)N1CCOCC1
→ i | 0.7
- O=C(CC1c2cc(F)ccc2C=C(c2ccsc2)N1c1ccc(C#CCCO)cc1)c1ccco1 (stereo unspecified)
→ i | 3.4
- Cc1ccc2ccccc2c1C(O)c1ncc(-c2ccccc2)[nH]1 (stereo unspecified)
→ i | 0.5
- Cn1ccc2c(N3CCCCC3)cc3c(c21)C1CCC3O1 (stereo unspecified)
→ i | 0.8
- O=C(Nc1ccc2c(c1)OCO2)c1csc([C@H]2C[C@H](O)[C@@H](CO)O2)n1
→ i | 1.8
- CC1(Cc2ccccc2Cl)C(=O)Nc2ccc(OC(F)(F)F)cc21 (stereo unspecified)
→ i | 2.5
- COc1cc(CN2CCC(C(=O)NC(c3ccc(-c4ccccc4)cc3)c3cnccn3)CC2)cc(OC)c1 (stereo unspecified)
→ i | 1.0
- CC(C)n1nnnc1C1c2ccccc2C(=O)N1CCCn1ccnc1 (stereo unspecified)
→ ? | .
- CCc1nc2c(OCC(=O)N(C)C)cccn2c1N(C=O)Cc1ccc(OC)cc1
→ i | 0.6

The list goes on.
Screens in order: Myeloid diff 2 | Myeloid diff 2 GFP+ MAC1+ %
- O=C(NCc1ccccc1)c1cc(C2COCCN2C(=O)OCCF)on1 (stereo unspecified)
→ i | 0.7
- O=C(/C=C/[C@H]1O[C@@H](n2cnc3c(NC(=O)c4ccccc4)ncnc32)[C@H](O)[C@@H]1O)NCCc1ccc(F)cc1
→ i | 1.3
- CC1(C(=O)NS(=O)(=O)c2cccc(C#N)c2)CCN1C(=O)Cc1ccc(-c2ccccc2)cc1 (stereo unspecified)
→ i | 0.3
- CCOC(=O)Cc1ccc(Nc2nc3cc(-c4sccc4C)sc3c(=O)n2C)cc1
→ ? | .
- CCCNC(=O)C1(C)CCCN(Cc2ccc(Oc3ccccc3)cc2)C1 (stereo unspecified)
→ i | 0.9
- COc1ccc(OC)c(NC(=O)C2(C)CCN2C(=O)C2(c3ccccc3)CCCC2)c1 (stereo unspecified)
→ i | 0.6
- COCc1cccc(-c2csc(C(NC(C)=O)c3cccc(F)c3)n2)c1 (stereo unspecified)
→ i | 0.8
- Cc1ccc(S(=O)(=O)N2C[C@H]3[C@H]4C(=O)N(Cc5ccccc5)C(=O)[C@H]4CC(=O)[C@H]3[C@@H]2c2ccccc2Cl)cc1
→ i | 1.0
- Cc1cccc(C)c1NC(=O)CN(C)CCc1ccccc1
→ i | 1.4
- CCc1nc2c(OCc3ccccc3C)cccn2c1N(C)C(=O)C(C)C
→ i | 0.4
- CC1(C(=O)Nc2ccc3c(c2)OCO3)CCN1C(=O)Cc1ccc(-c2ccccc2)cc1 (stereo unspecified)
→ i | 0.8
- CC1(Oc2ccc3ccccc3c2)CCN(Cc2ccc(OC(F)(F)F)cc2)C1 (stereo unspecified)
→ i | 1.9
- COc1cccc(-c2cnc3c(NC(C)=O)cc(-c4cc(F)ccc4OC)cn23)c1
→ i | 1.3
- CCOC(=O)C1=CCN(S(=O)(=O)c2ccc(C)cc2)C1c1ccc(Cl)cc1 (stereo unspecified)
→ i | 1.3
- CCCCN1C(=O)C(CC(=O)NCCN2CCOCC2)CC(C(=O)N2CCCCCC2)=C1C (stereo unspecified)
→ i | 1.0
- NC(Cc1ccc(Cl)cc1)c1csc(Nc2cc(Oc3ccccc3)ncn2)n1 (stereo unspecified)
→ i | 0.6
- CCN(CC)CCN1CCN(c2cnc(C)cn2)CC1
→ i | 0.5
- CCCCNC(=O)C1(C)CCN1C(=O)c1ccc2c(c1)C(C)(C)CCC2(C)C (stereo unspecified)
→ i | 1.1
- CC1(C(=O)Nc2ccc3c(c2)OCCO3)CSCC(=O)N1CCc1ccccc1F (stereo unspecified)
→ i | 4.1
- COc1cccc(-c2cc(NC(C)=O)c3ncc(-c4cccc(C(C)=O)c4)n3c2)c1
→ i | 0.8
- CC(C)c1cccc(C(C)C)c1NC(=O)c1ccc(-c2cc(Cl)ccc2Cl)o1
→ i | 1.6

Screening results as filed in PubChem BioAssay.

These rows are one share of the data (hit frequency here may not be typical).
